From PubChem
PriA SSB inh: blocks PriA binding to SSB C-terminal tail; hit rate 0.6% among 430,000; inhibition, % at 33 µM; AlphaScreen SSBct-PriA binding, biotinylated peptide; in the data active = inhibition mostly above about 37%, no sharp cut-off; inactive = mostly below about 20%;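 also: plate controls were negative control peptide for no effect and reference peptide for full effect; strong numbers were not always called active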
Active calls of the source: *; & = joins results of further samples.

no.	canonical_smiles	PriA SSB inh
1	CCn1ccc(C(=O)Nc2ccc(C(C)=O)cc2)n1	-7.0
2	Cc1cc(OC2CCN(S(=O)(=O)c3ccc4c(c3)CCCC4)CC2)cc(=O)n1C	-8.0
3	CCOC(=O)c1c(-c2cccs2)csc1NC(=O)CN1CCN(C)CC1	11.0
4	Cc1ccsc1C=Nn1c(-c2ccccc2)n[nH]c1=S	1.3
5	Cc1ccccc1-n1c(CC2CCN(C(=O)c3c[nH]c(=O)c(Cl)c3)CC2)n[nH]c1=O	-5.0
6	COc1ccc(C(=O)Nc2ccc(-n3c(C)nc4ncccc4c3=O)cc2C)c(OC)c1	-10.0
7	CC1(C)CC(=O)c2sc(NC(=O)CSc3ccc(Cl)cc3)nc2C1	3.0
8	COc1ccc(NC(=O)C[C@H](NCCC2=CCCCC2)C(=O)O)c(OC)c1	-1.0
9	COc1ccc(N(C(=O)c2ccccc2Br)C2C=CS(=O)(=O)C2)cc1 (stereo not drawn)	-5.0
10	O=C(Cc1ccc(Cl)cc1)Nc1ccc2c(c1)CCC(=O)N2Cc1ccccc1	-5.0

Other compounds.
no.	canonical_smiles	PriA SSB inh
11	CCSc1ccc(C(=O)Nc2nc(-c3cccnc3)cs2)cc1	4.0
12	C=CCN(CC=C)S(=O)(=O)c1ccc(C(=O)Nc2ccccc2-c2nc3ccccc3[nH]2)cc1	-16.0
13	O=S(=O)(c1ccc(Cl)s1)N1CCC(N2CCc3sccc3C2)CC1	-5.0
14	O=C(CSc1ncc2c(n1)-c1ccccc1N(Cc1ccccc1)S2(=O)=O)Nc1ccc(F)c(Cl)c1	-19.0
15	COc1ccc([C@H](C2Sc3ncnn3C2=O)N2CCN(CCO)CC2)cc1 (stereo partly drawn)	-12.0
16	O=C(CSc1ccc(NC(=O)c2ccco2)nn1)Nc1nccs1	13.0
17	CN(C)c1ccc(CCCNC(=O)Cc2ccc(F)cc2)cc1	5.0
18	CCCCNC(=O)N(O)C1N(N=Cc2ccccc2F)C(=S)SC1(C)C (stereo not drawn)	5.8
19	CCOc1cccc2cc(-c3csc(NC(=O)c4cccc(N5C(=O)CCC5=O)c4)n3)oc12	18.0
20	Cc1nnc(-c2ccc(OCC(=O)Nc3cccc(C)c3C)cc2)o1	8.0

Other entries follow:
no.	canonical_smiles	PriA SSB inh
21	O=S(=O)(NCC1CCN(c2ccncc2)CC1)c1ccccc1Cl	-7.0
22	Cc1c(Cl)cccc1-c1ccc(C=Nn2cnnc2)o1	7.9
23	Cc1ccc(NC(=O)c2c(N)n(/N=C\c3cccs3)c3nc4ccccc4nc23)cc1	-2.0
24	Cc1cc2cc(CCNC(=O)c3ccccc3I)c(=O)[nH]c2cc1C	-4.0
25	O=C(O)CC(CC(=O)O)c1ccc(F)cc1	2.0
26	O=C(Nc1nc(CCC(=O)N2CCc3ccccc32)cs1)NC1CCCCC1	-10.0
27	Cc1ccc(C)c(NC(=S)N(CCN(C)C)C(C)c2cccnc2)c1 (stereo not drawn)	-1.0
28	Nc1ccc(C(=O)NN=Cc2cccc(Oc3ccccc3)c2)cc1	6.4
29	Cc1cnc(NC(=O)C2CN(S(C)(=O)=O)C2)s1	-15.0
30	O=C(O)/C=N\Nc1ccc(Cl)cc1Cl	17.0

Next section:
no.	canonical_smiles	PriA SSB inh
31	CCS(=O)(=O)c1cccc(C(=O)Nc2nnc(-c3ccc(F)cc3)o2)c1	4.0
32	CCCCCOc1cccc(C(=O)Nc2nnc(-c3cccc(S(C)(=O)=O)c3)o2)c1	7.0
33	CC(C)NC(=O)N1CCC[C@H](c2nnc(Cc3ccc(F)cc3)o2)C1	-3.0
34	CCOc1ccccc1C(=O)Nc1ccc2c(c1)N(C(=O)c1ccccc1)CCC2	-25.0
35	C=CCn1c(SCC(=O)c2ccc(F)cc2)nc2sc(CC)cc2c1=O	-9.0
36	COc1ccc(C=NNC(=O)c2c(-c3ccccc3)noc2C)cc1[N+](=O)[O-]	4.6
37	CN(C)C(=O)COc1ncccn1	-19.0
38	COc1ccc(-c2noc(-c3ccc(=O)n(Cc4cc(=O)n5ccccc5n4)n3)n2)cc1F	-7.0
39	Cc1cc(NC(=O)c2ccc(-n3cncn3)nn2)n(-c2ccccc2)n1	-10.0
40	Cc1ccc(S(=O)(=O)N2CCN(CC(=O)NN=Cc3ccc(Cl)c([N+](=O)[O-])c3)CC2)cc1	8.8

Quoted from above, compounds 39 to 40
no.	canonical_smiles	PriA SSB inh
39	Cc1cc(NC(=O)c2ccc(-n3cncn3)nn2)n(-c2ccccc2)n1	-10.0
40	Cc1ccc(S(=O)(=O)N2CCN(CC(=O)NN=Cc3ccc(Cl)c([N+](=O)[O-])c3)CC2)cc1	8.8

The list continues:
no.	canonical_smiles	PriA SSB inh
41	O=C(CSc1cc(NCc2ccc(Cl)cc2)ncn1)NC1CCCC1	-4.0
42	COc1cccc(-c2nc(CSc3nc(-c4cccc(Cl)c4)cc(=O)[nH]3)c(C)o2)c1OC	-14.0
43	CCn1c(SCC(=O)NN=C/C(C)=C\c2ccco2)nnc1-c1ccccc1	-3.0
44	O=C(CCC(=O)N1CCC(S(=O)(=O)Cc2ccco2)CC1)c1ccccc1	-7.0
45	CCOc1ccc(-c2cc(-c3nc(-c4cccc(C)c4)no3)[nH]n2)cc1	-2.0
46	COc1ccc(C(C)=O)cc1NC(=O)C1=NCCN1	-20.0
47	Cc1cccc(OC(C)C(=O)NN=Cc2ccncc2)c1 (stereo not drawn)	0.3
48	Oc1c(Cl)ccc2cccnc12	81.8*
49	CCn1nccc1C(=O)Nc1sc2c(c1C(N)=O)CCN(C(C)=O)C2	-2.0
50	CC(=O)N(C[C@H]1CCCO1)c1nc2ccc(C)cc2s1	-23.0

Continuation.
no.	canonical_smiles	PriA SSB inh
51	COc1ccc(S(=O)(=O)NCC(c2ccsc2)N2CCc3ccccc3C2)cc1F (stereo not drawn)	-9.0&-2.0
52	COc1ccc(CC(=O)N2CCN(c3ccc(N4CCCCC4)nn3)CC2)cc1	-4.0
53	Cc1cc(=S)n2ccsc2n1	-3.0
54	CC(=O)C(Sc1ccc(Br)cc1)C(C)=O	1.0
55	COc1ccc(OC)c2c1sc(=NC(=O)c1cc(C)no1)n2C	4.0
56	CC(=O)Nc1ccc(C(=O)NCCNC(=O)CSCc2ccccc2)cc1	-13.0
57	CCCCc1nnc(NC(=O)c2cccc(Oc3ccccn3)c2)s1	-2.0
58	CCCCNC(=O)C(=O)NN=Cc1ccc(C(=O)OC)cc1	-0.7
59	COc1ccc(S(=O)(=O)NC[C@](C)(O)c2ccccc2)cc1Cl	-4.0
60	CCC(CC(C)(C)c1ccccc1)=NO	-0.3

(list continues)
no.	canonical_smiles	PriA SSB inh
61	O=S1(=O)N=C(N(CCO)N=Cc2ccc(Cl)cc2)c2ccccc21	-2.8
62	O=c1c(=Cc2ccc(O)cc2)sc2n1CCCN=2	-16.0
63	c1ccc(NN=C(Cc2nc3ccccc3[nH]2)c2ccccc2)cc1	11.4
64	Fc1ccccc1COc1ccc(C=NNC(=S)NCc2ccccc2)cc1	8.4
65	COc1ccc2c(c1)CCCC2(O)CNS(C)(=O)=O (stereo not drawn)	-1.0
66	CCCS(=O)(=O)c1c(Nc2ccc(OCC)cc2)sc(C(=O)c2ccc(F)cc2)c1N	24.0
67	COc1cc(C=NN=C2SC(CC(=O)O)C(=O)N2c2ccc(O)cc2)ccc1O (stereo not drawn)	-3.3
68	Cc1cc(C)n2nc(SCC(=O)NN=Cc3cccc(Br)c3)nc2n1	-9.4
69	Cc1nc(-c2cccs2)c(CCC(=O)NCc2ccc3c(c2)OCO3)s1	-3.0
70	Cn1nc(CNS(=O)(=O)Cc2cc(F)ccc2F)cc1C1CC1	-16.0

Next section.
no.	canonical_smiles	PriA SSB inh
71	CCCc1ccc(C(=O)NC[C@](C)(O)COC)cc1	-9.0
72	O=C1OC2(CCN(C(=O)[C@@H]3CC=CCC3)CC2)c2ccccc21	-10.0
73	CN(C)c1ccnc(CNC(=O)c2cccnc2)n1	-5.0
74	CC(C)N1CCC(CNS(=O)(=O)c2ccc(C(C)(C)C)cc2)CC1	-5.0&-2.0
75	CSCCC(C)(O)CNS(=O)(=O)c1ccc(Br)s1 (stereo not drawn)	-10.0
76	O=C(Cn1c(/C=C/c2ccccc2)nc2ccccc21)NC[C@H]1CCCO1	-18.0
77	CCOc1ccccc1C(=O)Nc1nc(CC(C)=O)ns1	-6.0
78	Cc1ccc(NC(=O)CSc2nc3c(sc4ncccc43)c(=O)n2Cc2ccccc2)cc1F	-2.0
79	COc1ccc(C(=O)Nc2nc3ccc(NC(C)=O)cc3s2)cc1OC	-29.0
80	O=C(NN=C/C=C/c1ccc([N+](=O)[O-])o1)c1cccs1	-3.0

(more compounds)
no.	canonical_smiles	PriA SSB inh
81	Cc1ccc(N2CCN(C[C@H](O)COc3ccc4c(c3)CCC4)CC2)cc1Cl	-6.0
82	Cc1ccc(S(=O)(=O)NN=Cc2ccc(OS(=O)(=O)c3ccc(C)c([N+](=O)[O-])c3)cc2)cc1	8.9
83	O=S(=O)(NCCn1ncc2c(N3CCOCC3)ncnc21)c1ccccc1	-17.0
84	Cc1ccnc2sc(C(=O)c3ccc(Br)cc3)c(N)c12	-1.0
85	NS(=O)(=O)c1ccc(NC(=O)CCCn2nc(-c3ccc(Cl)cc3)ccc2=O)cc1	3.0&6.0
86	Cc1ccc(N2CCn3c2nnc(C(=O)NCc2ccccn2)c3=O)cc1	-5.0
87	O=C(NCCN1CCN(c2ccccc2F)CC1)C(=O)NCc1cccs1	-8.0
88	COc1ccc(C(C)(C)C)cc1S(=O)(=O)N1CCCCCC1	-10.0
89	COc1ccc(/C=C/C(=O)Oc2ccc(C=NNC(=O)c3ccncc3)cc2)cc1	-1.2
90	O=C1/C(=C/NCc2ccccc2Cl)S(=O)(=O)N(Cc2ccccc2)c2ccsc21	-1.0

Later entries:
no.	canonical_smiles	PriA SSB inh
91	Cc1cc(C)nc(N=C(N)N2CCCCCC2)n1	-14.1
92	Cc1cc(C)cc(NC(=O)[C@H](C)Oc2cccc(Br)c2)c1	-4.0
93	Cc1[nH]c(=O)[nH]c(=O)c1CCc1nnc(SCC(=O)Nc2ccccn2)o1	9.0
94	CCOC(=O)C(=NNc1ccc(C)cc1)S(=O)(=O)c1ccc(Cl)cc1	9.9
95	O=C(Nc1cccs1)N1CCC(Oc2ncccc2Br)CC1	-12.0
96	CC(C)CCN1C(=O)C(C)(C)COc2ccc(NS(=O)(=O)c3ccccc3Cl)cc21	-6.0
97	NC(=O)C[n+]1cccc(Br)c1	4.0
98	O=S(=O)(c1ccc(Br)cc1)c1nc(-c2ccccc2)oc1NCc1ccco1	5.0
99	CCN(CC)c1ccc(NC(=O)CCc2c(C)nn(-c3nc(C)cc(=O)[nH]3)c2C)c(C)c1	5.0
100	O=C(O)c1cc(-c2ccc(C=NN3C(=O)C4C5C=CC(CC5)C4C3=O)o2)ccc1Cl (stereo not drawn)	-3.0

Look-ups from above:
For PriA SSB inh, entry 93 is entered as 9.0
For PriA SSB inh, entry 92 is entered as -4.0

Carrying on.
no.	canonical_smiles	PriA SSB inh
101	O=C(NCC1CCCO1)C(=O)Nc1cc2c3c(c1)CCN3C(=O)CC2 (stereo not drawn)	-1.0
102	COc1ccccc1-c1ccc(N2CCC(C(=O)Nc3ccccn3)CC2)nn1	-9.0
103	Cc1ccnc(NS(=O)(=O)c2ccc(NC(=O)c3ccc(S(=O)(=O)N(C)C4CCCCC4)cc3)cc2)n1	-15.0
104	O=C(CC1CCCCN1S(=O)(=O)c1cccs1)NCc1ccco1 (stereo not drawn)	9.0

Molecules shown so far containing a Cl atom (20):
no.	canonical_smiles	PriA SSB inh
5	Cc1ccccc1-n1c(CC2CCN(C(=O)c3c[nH]c(=O)c(Cl)c3)CC2)n[nH]c1=O	-5.0
7	CC1(C)CC(=O)c2sc(NC(=O)CSc3ccc(Cl)cc3)nc2C1	3.0
10	O=C(Cc1ccc(Cl)cc1)Nc1ccc2c(c1)CCC(=O)N2Cc1ccccc1	-5.0
13	O=S(=O)(c1ccc(Cl)s1)N1CCC(N2CCc3sccc3C2)CC1	-5.0
14	O=C(CSc1ncc2c(n1)-c1ccccc1N(Cc1ccccc1)S2(=O)=O)Nc1ccc(F)c(Cl)c1	-19.0
21	O=S(=O)(NCC1CCN(c2ccncc2)CC1)c1ccccc1Cl	-7.0
22	Cc1c(Cl)cccc1-c1ccc(C=Nn2cnnc2)o1	7.9
30	O=C(O)/C=N\Nc1ccc(Cl)cc1Cl	17.0
40	Cc1ccc(S(=O)(=O)N2CCN(CC(=O)NN=Cc3ccc(Cl)c([N+](=O)[O-])c3)CC2)cc1	8.8
41	O=C(CSc1cc(NCc2ccc(Cl)cc2)ncn1)NC1CCCC1	-4.0
42	COc1cccc(-c2nc(CSc3nc(-c4cccc(Cl)c4)cc(=O)[nH]3)c(C)o2)c1OC	-14.0
48	Oc1c(Cl)ccc2cccnc12	81.8*
59	COc1ccc(S(=O)(=O)NC[C@](C)(O)c2ccccc2)cc1Cl	-4.0
61	O=S1(=O)N=C(N(CCO)N=Cc2ccc(Cl)cc2)c2ccccc21	-2.8
81	Cc1ccc(N2CCN(C[C@H](O)COc3ccc4c(c3)CCC4)CC2)cc1Cl	-6.0
85	NS(=O)(=O)c1ccc(NC(=O)CCCn2nc(-c3ccc(Cl)cc3)ccc2=O)cc1	3.0&6.0
90	O=C1/C(=C/NCc2ccccc2Cl)S(=O)(=O)N(Cc2ccccc2)c2ccsc21	-1.0
94	CCOC(=O)C(=NNc1ccc(C)cc1)S(=O)(=O)c1ccc(Cl)cc1	9.9
96	CC(C)CCN1C(=O)C(C)(C)COc2ccc(NS(=O)(=O)c3ccccc3Cl)cc21	-6.0
100	O=C(O)c1cc(-c2ccc(C=NN3C(=O)C4C5C=CC(CC5)C4C3=O)o2)ccc1Cl (stereo not drawn)	-3.0

These rows are one share of the data, so the mix of outcomes need not match the whole.
